# Screening results: PubChem BioAssay, National Center for Advancing Translational Sciences (NCATS)
# PLK1 PBD inh = PLK1 (human) polo-box domain binding inhibition | 360,000 compounds, 2.8% hits | Potency, µM, for the others: max response, negative = inhibition, hits mostly inhibitors | Plk1 PBD binding of FITC phosphopeptide, fluorescence polarization | AID 720504; note: potency is the fitted concentration of half-maximal effect; series mostly up to about 57 µM; % is set by controls: 0 for no effect and ±100 for the full control effect; nearly all actives have a fitted effect of over 65% in size
# Target sequence (P53350 whole entry, looked up, the tested form may be a part): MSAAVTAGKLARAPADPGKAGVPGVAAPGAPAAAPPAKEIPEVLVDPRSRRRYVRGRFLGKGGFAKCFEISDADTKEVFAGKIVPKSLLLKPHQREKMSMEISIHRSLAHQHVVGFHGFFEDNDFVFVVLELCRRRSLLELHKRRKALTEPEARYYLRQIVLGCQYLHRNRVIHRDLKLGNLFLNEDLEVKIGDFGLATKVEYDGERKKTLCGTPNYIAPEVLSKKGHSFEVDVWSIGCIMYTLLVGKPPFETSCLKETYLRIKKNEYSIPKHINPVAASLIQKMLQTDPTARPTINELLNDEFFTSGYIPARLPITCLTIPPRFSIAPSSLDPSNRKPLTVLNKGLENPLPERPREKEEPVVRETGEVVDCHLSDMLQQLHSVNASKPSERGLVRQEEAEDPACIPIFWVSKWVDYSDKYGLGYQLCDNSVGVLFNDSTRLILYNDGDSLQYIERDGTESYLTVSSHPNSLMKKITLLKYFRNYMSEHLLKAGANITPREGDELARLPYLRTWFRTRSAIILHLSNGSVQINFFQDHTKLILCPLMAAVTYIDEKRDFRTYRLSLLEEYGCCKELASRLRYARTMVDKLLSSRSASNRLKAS
# IL-2 act = activates IL-2 in a cell-based reporter assay. IL-2 activation reporter assay, cell-based qHTS; stimulated with anti-CD3/CD4/CD28 beads; in transgenic mouse T cells. activation, % (series mostly up to about 46 µM). 360,000 compounds, 0.065% hits. AID 652025; in the data active = activation above about 50%; inconclusive = mostly about 30% to 49%; note: 0% is about no effect
#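 Unstimulated transgenic mouse T cells preincubated 60 min with compound, then stimulated with anti-CD3/anti-CD4-coated beads plus anti-CD28 for 18 h at 37 degrees C. IL-2 response read as EGFP and DsRed fluorescence by plate cytometry.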
# FUS yeast rescue = rescues growth of FUS-expressing yeast; Potency, µM (highest dose often 76.6 µM), for the others: at the highest dose growth rescue (activation), usual class: activators; AID 1347120; S. cerevisiae FUS-expressing, growth rescue, OD600, 24 h; 390,000 compounds, 0.24% hits;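 note: potency is the fitted concentration of half-maximal effect; plate controls were DMSO vehicle for no effect and reference control for full effect; nearly all actives have a fitted effect of over 55% in size; some results filed as inactive show a strong effect at the top dose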
#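 Steps: raffinose overnight preculture; dilution to OD 0.005 in 2% galactose minimal medium; compound addition (concentration series); 24hr at 30C, 99% humidity; absorbance read at 600 nm.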
# EPAC1 antag = EPAC1 (human) antagonism. EPAC1 GEF assay, Rap1b-BODIPY-GDP exchange fluorescence. Potency, µM (top dose mostly 115 µM), inactives show at the highest dose activity change, negative = inhibition, most hits filed as inhibitors. 360,000 compounds, 0.14% hits. AID 720709;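 note: potency is the fitted concentration of half-maximal effect; plate controls were vehicle for no effect and positive control for full effect; nearly all actives have a fitted effect of over 50% in size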
# EPAC1 ag = EPAC1 (human) agonism. O95398. EPAC1 agonist qHTS, biochemical assay; response scale: 100% = response to 6.5 mM cAMP. Potency, µM (top dose mostly 154 µM), for the others: at the top dose activation, most hits filed as activators. 360,000 compounds, 0.073% hits. AID 720707; note: potency is the fitted concentration of half-maximal effect; nearly all actives have a fitted effect of over 60% in size
#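 Nucleotide exchange by EPAC1 (100 nM) on Rap1B–BODIPY-GDP (250 nM) in the presence of 50 uM GDP is tracked fluorescently at 480/540 nm over 30 min. Signals are normalized to a 6.5 mM cAMP control.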
# WRN inhibitor = inhibitors of human WRN helicase. Q14191. WRN helicase unwinding, fluorescent forked duplex, kinetic. Potency, µM (series often up to 114 µM), inactives show at the top dose activity change, negative = inhibition, actives largely listed as inhibitors. 360,000 compounds, 0.46% hits. AID 651768; note: potency is the fitted concentration of half-maximal effect; % is set by controls: 0 for no effect and ±100 for the full control effect; nearly all actives have a fitted effect of over 55% in size
#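 WRN at 20 nM final was preincubated with compound for 15 min at room temperature; reaction started with 100 nM forked duplex oligonucleotide carrying fluorophore and quencher plus 2 mM ATP (final). Unwinding followed kinetically by red fluorescence (ex 525/em 598 nm).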
# PI5P4Ka inh = blocks human PI5P4K alpha kinase activity | P48426 | PI5P4Kalpha enzyme, ADP-Glo luminescence, 60 min; active compounds read low | max response, % | 330,000 compounds, 1.2% hits; active = max response of -50% or lower; inconclusive = between -30% and -50%; inactive = -30% or higher; note: value at the top dose of about 77 µM; % is set by controls: 0 for no effect and ±100 for the full control effect
# Target sequence (P48426 whole entry, looked up): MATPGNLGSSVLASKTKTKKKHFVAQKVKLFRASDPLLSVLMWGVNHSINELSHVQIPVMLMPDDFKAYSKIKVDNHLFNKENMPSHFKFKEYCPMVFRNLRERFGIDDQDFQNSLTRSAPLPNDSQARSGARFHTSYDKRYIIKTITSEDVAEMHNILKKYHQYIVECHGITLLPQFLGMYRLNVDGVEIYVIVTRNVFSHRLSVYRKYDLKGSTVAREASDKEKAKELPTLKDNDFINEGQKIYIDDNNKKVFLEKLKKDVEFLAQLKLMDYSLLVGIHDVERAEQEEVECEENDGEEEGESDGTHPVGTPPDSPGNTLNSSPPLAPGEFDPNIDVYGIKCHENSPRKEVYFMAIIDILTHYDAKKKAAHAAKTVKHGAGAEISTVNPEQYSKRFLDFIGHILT
#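 ADP-Glo luminescence end-point read after a 60 min room-temperature kinase reaction of PI5P4Kalpha plus substrate, initiated with ATP at 5 microM final. Buffer: 0.038 M HEPES pH 7.4, EGTA, 0.1% CHAPS, 5% DMSO.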
# Abeta rescue = restores growth of yeast expressing A-beta42 peptide; yeast expressing A-beta42, growth rescue, OD600, 48 h; response scale: 0% DMSO, 100% iron-clioquinol control; Potency, µM (highest dose often 46.1 µM), inactives show top-dose growth rescue, most hits filed as activators; 410,000 compounds, 0.063% hits; AID 1347071; note: potency is the fitted concentration of half-maximal effect; nearly all actives have a fitted effect of over 55% in size
#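 Growth rescue measured by 600 nm absorbance after 48 h yeast culture at 30 C with compound. Values normalized between DMSO and an equimolar ferric chloride plus clioquinol control.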
# Active calls of the source: *; u = inconclusive; x = no result given; [ ] = another dose, or the depositor's remark. Unless noted, calls come from the whole dose curve; as a rule, active = well fitted curve in the direction sought with a large enough effect; inconclusive = small, poorly fitted or top-dose-only effect, or another doubt; inactive = no such curve, though single readings can be large; an effect the other way counts as inactive or inconclusive.
SMILES,PLK1 PBD inh,IL-2 act,FUS yeast rescue,EPAC1 antag,EPAC1 ag,WRN inhibitor,PI5P4Ka inh,Abeta rescue
CCCOc1ccccc1OCC(=O)Nc1cc(Cl)ccc1-n1cncn1,-6%,-4.5,-1%,u,5%,1%,5,-5%
Cc1ccc(-c2nc(Cl)nc3ccccc23)cc1,-4%,1.1,7%,4%,-1%,-5%,7,2%
N#Cc1c(N)nc2c(c1-c1ccc3c(c1)OCO3)CCCCCC2,-1%,-0.2,5%,5%,-2%,-11%,-4,-4%
O=C(CCSc1ccccc1)N1CCN(c2ccccc2F)CC1,-15%,0.8,24%,-16%,-10%,1%,0,3%
O=C(COC(=O)c1ccc2c(c1)C(=O)N(Cc1ccncc1)C2=O)Nc1ccccc1[N+](=O)[O-],-5%,-0.4,42%,u,8%,u,u,-3%
Cc1cccc(C(=O)N2CC(=O)Nc3ccc(F)cc3C2c2ccc(F)cc2)c1 (centres undefined),-5%,0.2,6%,-16%,7%,8%,-5,8%
CSc1nnc(-c2ccc(S(=O)(=O)N3CCOCC3)cc2)n1C,-13%,-1.8,-14%,-2%,0%,1%,3,-11%
Nc1nonc1-n1nnc(C(=O)N/N=C/c2ccoc2)c1-c1ccccc1,-10%,-2.0,35%,4%,-12%,-2%,-6,-2%
CC(=O)c1cn(CC(=O)NCc2ccc3c(c2)OCO3)c2ccccc12,1%,-0.3,19%,14%,-4%,-1%,-5,-6%
Cc1ccc(N(CC(=O)NCc2ccco2)C(=O)CCC(=O)Nc2ccccn2)c(C)c1,0%,2.0,7%,12%,-8%,-9%,-6,4%
Cc1sc2ncn(CC(=O)N3CCN(c4ccccn4)CC3)c(=O)c2c1S(=O)(=O)N1CCC(C)CC1,-1%,0.2,-2%,5%,5%,5%,2,7%
Cc1cc(C(F)(F)F)nc(SCC(=O)NC2CCCCC2)n1,-7%,-0.3,-1%,2%,-1%,-4%,7,-10%
COc1ccc(-c2c(C#Cc3ccsc3)c3cc(-c4ccc(CN5CCOCC5)cc4)ccc3n2C)cc1,9%,-0.7,-5%,6%,2%,5%,9,-15%
CCOC(=O)N1CCN(c2nc(-c3ccccc3)c3ccccc3n2)CC1,-12%,-0.2,10%,1%,13%,-1%,12,-1%
CCOC(=O)c1ccc(N(CC(=O)NCC2CCCO2)C(=O)CCC(=O)Nc2cc(C)on2)cc1 (centres undefined),-5%,2.0,10%,15%,10%,6%,6,-4%
CCc1nc2ccc(C(=O)NCc3ccc(C)o3)cc2nc1CC,-10%,-2.9,13%,-17%,-1%,4%,4,-2%
COCCN(C(=O)CSc1nc2ccccc2c(=O)n1CCOC)c1c(N)n(Cc2ccccc2)c(=O)[nH]c1=O,-15%,0.4,32%,5%,10%,-8%,4,-15%
O=C(NCc1ccco1)C1Cc2cc(Cl)ccc2O1 (centres undefined),-7%,-2.6,8%,-2%,5%,-34%,-17,-20%
O=C(Nc1ccccc1C(=O)Nc1ccc2c(c1)OCO2)c1cccs1,2%,-1.4,1%,1%,18%,-22%,0,10%
O=C(CSCc1ccccc1)Nc1cccc(C(=O)Nc2ccc(C(=O)O)cc2)c1,-21%,0.2,x,7%,5%,-12%,5,1%
CC1=Nc2ccccc2/C1=C/c1c(N)n2c(S(=O)(=O)CC(C)C)nsc2nc1=O,u,-0.6,45%,u,-10%,u,-65*,-7%
Cc1cccc(C)c1NC(=O)CNC(=O)c1c(C)nn(C)c1Cl,6%,-0.8,-9%,-18%,-6%,2%[57.1 µM],-6,-9%
CC[C@@H](C)[C@H](C(CC(=O)N1CCCC1[C@@H](OC)[C@H](C)C(=O)N[C@H](Cc1ccccc1)c1nccs1)OC)N(C)C(=O)[C@H](NC(=O)[C@@H](C(C)C)N(C)C)C(C)C (some centres undefined),-4%,-5.2,x,3%,-11%,1%,5,3%
COc1ccc(CCN2C(=O)CC(C(C)c3ccccc3)C2=O)cc1OC (centres undefined),-2%,1.0,8%,-1%,-1%,-15%[57.1 µM],3,1%
COC1C/C(=N\O)C2OC(c3ccccc3)OCC2O1 (centres undefined),-3%,0.8,x,-11%,-3%,-16%,5,-8%

# The list continues:
SMILES,PLK1 PBD inh,IL-2 act,FUS yeast rescue,EPAC1 antag,EPAC1 ag,WRN inhibitor,PI5P4Ka inh,Abeta rescue
Cc1ccc(C(=O)Nc2ccn(Cc3ccc(F)cc3)n2)o1,-4%,-1.1,x,-7%,-9%,0%,-2,7%
COCCNc1nc(Oc2cccc(F)c2)c2sccc2n1,-2%,-0.4,-3%,-4%,6%,-7%,5,-3%
CCCCOc1cccc(-c2nnc(N)s2)c1,-9%,1.9,u,0%,u,-18%,18,-21%
Nn1c(SCC(=O)NCCCc2ccccc2)nnc1-c1cccnc1,-4%,1.0,10%,4%,1%,-2%,-5,-1%
CCOC(=O)c1c(C)[nH]c(C(=O)NCc2ccccn2)c1C,1%,-3.3,6%,12%,-1%,-2%,5,5%
COCCNC(=O)CN(C(=O)Cn1nnc2ccccc21)c1cc(C)cc(C)c1,3%,-2.2,9%,4%,0%,5%,0,-9%
Cc1ccc(-c2c(C)sc3ncn(CC(=O)N4CCOCC4)c(=O)c23)cc1C,2%,-0.3,15%,-2%,-4%,-1%,1,-14%
Cc1cc(C)c2c(c1)NC(=O)C2(O)CC(=O)c1cccs1 (centres undefined),-8%,-0.1,16%,-8%,1%,-2%,1,-10%
O=C(CSc1nnc2ccc(-c3ccccn3)nn12)NCC1CCCO1 (centres undefined),-7%,-1.8,7%,u,13%,0%,2,7%
O=C(COc1ccc(Cl)cc1Br)N1CCN(c2ncccn2)CC1,-5%,-3.5,23%,2%,2%,0%,8,-10%
O=C(CN1C(=O)c2cccc3cccc1c23)Nc1ccccc1,-3%,-0.1,-4%,11%,6%,0%[11.6 µM],0,-2%
c1ccc(-c2nccc(-c3ccco3)n2)nc1,4%,1.1,-2%,-12%,8%,-5%[57.1 µM],1,u
CCOC(=O)C1CCN(C(=O)c2ccc3c(SCC(=O)O)c4c(nc3c2)CCCC4)CC1,-16%,0.1,21%,3%,0%,-5%,-1,-2%
CC(C)CC(=O)Nc1nc2ccc(S(C)(=O)=O)cc2s1,-28%,-0.6,-3%,9%,17%,-7%,-27,1%
O=C(O)CN(c1ccccc1)C1SC(=O)NC1=O (centres undefined),-19%,0.3,-27%,5%,15%,-1%,-1,9%
CCCCOC(=O)c1ccc(NC(=O)Nc2ccc(OC)c(OC)c2)cc1,2%,-0.2,20%,-9%,0%,-8%,16,27%
Cc1ccc(Cl)cc1N1CCN(CC(=O)NC2CCCc3ccccc32)CC1 (centres undefined),-4%,-1.9,15%,0%,14%,-8%,37,u
CC(C)C(NC(=O)c1c(F)cccc1F)C(=O)N1CCN(S(=O)(=O)c2ccc(F)cc2)CC1 (centres undefined),0%,0.3,9%,-6%,-2%,-4%,0,4%
O=[N+]([O-])c1ncn(C23CC4CC(CC(C4)C2)C3)n1,4%,-0.2,-23%,3%,-4%,-20%,3,-10%
COc1cc(Cl)c([C@@H]2C[C@H]3CN(c4ccccc4)C(=O)[C@]34CCCN24)cc1OC,-15%,-0.2,-9%,-22%,10%,-1%,-6,1%
O=C(CN1CCCCCC1)Nc1cccc2c1OCO2,2%,1.1,-14%,11%,-1%,2%[57.1 µM],x,6%
CCOc1ccccc1C(=O)N1CCC(n2nnc3cc(C(F)(F)F)ccc32)CC1,-2%,-1.0,14%,-8%,-8%,-1%,2,-16%
COC(=O)CCC(=O)NNC(=O)CCC(=O)Nc1cccc(Cl)c1C,2%,-2.8,2%,15%,0%,1%,2,7%
COc1ccc(CCNC(=O)CC(Cc2ccc(C)cc2)C(=O)O)cc1OC (centres undefined),24µM*,0.8,-9%,3%,1%,-3%,-2,5%
C=CCn1c(SCC(=O)NNC(=O)Nc2ccc(C)cc2)nnc1-c1ccccc1,-7%,0.0,18%,-11%,8%,3%,3,7%
CCOC(=O)c1cc(C)sc1NC(=O)C(c1ccccc1)c1ccccc1,-4%,-0.4,-10%,-19%,10%,-9%,12,6%
O=C(O)Cc1sc(-c2ccccc2)nc1-c1ccccc1,-20%,-2.9,u,-7%,5%,-7%,2,-7%
CCOC(=O)C(CCCCOc1cccc(CC)c1)C(=O)OCC,u,-5.0,12%,-17%,-8%,7%,5,2%
Cc1sc2ncnc(Oc3ccc(-n4ccnc4)cc3)c2c1C,-9%,-3.8,20%,6%,1%,5%[57.1 µM],-8,-11%

# Arranged by formula weight (ascending): some entries from above
SMILES,PLK1 PBD inh,IL-2 act,FUS yeast rescue,EPAC1 antag,EPAC1 ag,WRN inhibitor,PI5P4Ka inh,Abeta rescue
Cc1ccc(C(=O)Nc2ccn(Cc3ccc(F)cc3)n2)o1,-4%,-1.1,x,-7%,-9%,0%,-2,7%
CCOC(=O)c1c(C)[nH]c(C(=O)NCc2ccccn2)c1C,1%,-3.3,6%,12%,-1%,-2%,5,5%
Cc1sc2ncnc(Oc3ccc(-n4ccnc4)cc3)c2c1C,-9%,-3.8,20%,6%,1%,5%[57.1 µM],-8,-11%
CCOC(=O)C(CCCCOc1cccc(CC)c1)C(=O)OCC,u,-5.0,12%,-17%,-8%,7%,5,2%
COc1ccc(CCN2C(=O)CC(C(C)c3ccccc3)C2=O)cc1OC (centres undefined),-2%,1.0,8%,-1%,-1%,-15%[57.1 µM],3,1%
COC(=O)CCC(=O)NNC(=O)CCC(=O)Nc1cccc(Cl)c1C,2%,-2.8,2%,15%,0%,1%,2,7%
CCCCOC(=O)c1ccc(NC(=O)Nc2ccc(OC)c(OC)c2)cc1,2%,-0.2,20%,-9%,0%,-8%,16,27%
CCOC(=O)c1cc(C)sc1NC(=O)C(c1ccccc1)c1ccccc1,-4%,-0.4,-10%,-19%,10%,-9%,12,6%
COc1cc(Cl)c([C@@H]2C[C@H]3CN(c4ccccc4)C(=O)[C@]34CCCN24)cc1OC,-15%,-0.2,-9%,-22%,10%,-1%,-6,1%
